HePTP inh: human HePTP phosphatase inhibition; inhibition, % at 20 µM; recombinant HePTP phosphatase activity, OD absorbance; AID 521; 110,000 tested, 0.64% active; P35236; in the data active means inhibition above about 50%;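 further: plate controls were vehicle for no effect and reference inhibitor for full effect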
BAP1 inh: human BAP1 deubiquitinase inhibition | activity remaining (% of control), % at 20 µM | Q92560 | recombinant BAP1, Ub-AMC hydrolysis fluorescence kinetic; hits give low values | 72,000 tested, 0.48% active;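 active means activity remaining at or below 50% of control, provided the compound also passes the data quality filters; inactive means the rest, including low values that fail the filters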;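 further: 100% = DMSO wells rate and 0% = substrate alone blank rate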
Target sequence (Q92560 whole entry, looked up): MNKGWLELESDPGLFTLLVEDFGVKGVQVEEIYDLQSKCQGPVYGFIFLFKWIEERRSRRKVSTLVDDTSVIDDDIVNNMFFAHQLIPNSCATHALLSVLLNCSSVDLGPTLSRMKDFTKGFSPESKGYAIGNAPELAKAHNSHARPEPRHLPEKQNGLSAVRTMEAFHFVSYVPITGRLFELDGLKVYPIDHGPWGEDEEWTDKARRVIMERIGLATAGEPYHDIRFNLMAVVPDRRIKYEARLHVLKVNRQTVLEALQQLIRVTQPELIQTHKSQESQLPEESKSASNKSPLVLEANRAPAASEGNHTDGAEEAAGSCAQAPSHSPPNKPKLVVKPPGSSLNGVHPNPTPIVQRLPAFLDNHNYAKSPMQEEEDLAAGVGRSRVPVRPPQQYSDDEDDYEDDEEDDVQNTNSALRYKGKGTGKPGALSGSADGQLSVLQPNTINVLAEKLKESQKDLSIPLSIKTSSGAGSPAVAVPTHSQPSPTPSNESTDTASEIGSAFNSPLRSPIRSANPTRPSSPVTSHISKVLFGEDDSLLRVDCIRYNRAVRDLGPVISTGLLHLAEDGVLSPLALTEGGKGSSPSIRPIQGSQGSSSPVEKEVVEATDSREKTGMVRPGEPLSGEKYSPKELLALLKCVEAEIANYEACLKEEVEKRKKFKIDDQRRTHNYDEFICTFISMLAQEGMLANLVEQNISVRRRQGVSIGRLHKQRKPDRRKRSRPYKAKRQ
Starred values were filed as active, the others as inactive; x = no result given.

SMILES | HePTP inh | BAP1 inh
Cc1ccccc1NC(=O)CC1SCCNC1=O (stereo not drawn) | 2 | 115
COc1ccc(S(=O)(=O)N(CCCN2CCOCC2)Cc2ccc(OC)c(OC)c2)cc1 | -6 | 102
Cc1ccc(OCc2nnc(NC(=O)Nc3ccc(Cl)cc3)s2)c(C)c1 | -5 | x
Cc1cccc(NC(=O)C23CCC(C)(/C(=N/O)C2)C3(C)C)c1 (stereo not drawn) | 2 | 80
Cn1c(=O)oc2cc(S(=O)(=O)NC3CCCCCCC3)ccc21 | 8 | 111
COC1CCCCC1NS(=O)(=O)c1ccccc1 (stereo not drawn) | 6 | 109
c1ccc(Cc2nnc3sc(-c4ccc5c(c4)OCCO5)nn23)cc1 | 6 | 71
Cc1ccc2c(c1)C(c1ccccc1)N(C(=O)c1ccc(Br)cc1)CC(=O)N2 (stereo not drawn) | x | 147
Cc1cc(C)c(S(=O)(=O)N2CCN(c3ccccn3)CC2)c(C)c1 | x | 131
CCCCn1c(CN2CCN(C(=O)OCC)CC2)nc2c1c(=O)[nH]c(=O)n2C | -4 | 98
COC(=O)C1CN(S(=O)(=O)c2ccc(C)cc2)CCN1S(=O)(=O)c1ccc(C)cc1 (stereo not drawn) | -10 | 65
CN(C(=O)COc1ccc2ccccc2c1)c1ccccc1 | 6 | x
NC(=O)CSc1nnc(COc2ccccc2)n1C1CCCCC1 | 8 | 70
CCCCCCCNc1ccc(NC(=O)c2ccccc2)c2c1C(=O)c1ccccc1C2=O | 2 | x
O=C(NCc1cccnc1)C1CCCCN1S(=O)(=O)c1ccc(F)cc1 (stereo not drawn) | -4 | 96
O=C(NCCC1=CCCCC1)c1ccc(=O)oc1 | 7 | 87
CCN(CC)C(=O)C1=C(C)Nc2nnnn2C1c1cccnc1 (stereo not drawn) | 11 | 101
Cc1c(C(=O)Nc2ccc(S(N)(=O)=O)cc2)cccc1[N+](=O)[O-] | x | 57
Cc1ccc(C)c(-n2c(CNC(=O)c3ccco3)nnc2SCC(=O)Nc2nnc(C)s2)c1 | 7 | 96
Cc1ccc(NC(=O)C2CCCN(S(=O)(=O)c3cnc[nH]3)C2)c(Br)c1 (stereo not drawn) | 12 | 97
Cn1c(=O)c(C(=O)Nc2ccccc2F)c(O)c2ccccc21 | x | 221
O=C(OCC(=O)c1c[nH]c2ccccc12)c1ccco1 | 0 | 97
CCOC(=O)c1c(C)oc2c(CN(C)C)c(Br)c(OC)c(O)c12 | -1 | x
CC1=C(C(=O)Nc2ccc(Cl)cc2)C(c2ccc(Br)cc2)NC(=S)N1 (stereo not drawn) | -7 | x
COc1ccc(-c2nc(SCC(=O)c3ccccc3)n[nH]2)cc1 | -4 | x
SMILES | HePTP inh | BAP1 inh
N=C1S/C(=C\c2ccc(-c3cccc(C(=O)O)c3)o2)C(=O)N1c1ccc2c(c1)OCO2 | 103* | x
Cc1cccc(-c2c3c(=O)n(C)c(=O)n(C)c3cn2-c2ccc(O)cc2)c1 | 3 | 81
CCOC(=O)c1cccc(NC(=O)c2ccccc2OCC)c1 | x | 180
O=c1[nH]c(CN2CCC(c3nc4ccccc4s3)CC2)nc2sc3c(c12)CCC3 | 2 | 98
Cc1ccccc1CNC(=O)CN(c1cccc([N+](=O)[O-])c1)S(=O)(=O)c1ccccc1 | -15 | x
COc1ccc2oc(=O)c(C(C)=O)cc2c1 | -1 | x
O=C(COc1ccc(I)cc1)Nc1ccc2c(c1)oc1ccccc12 | 102* | x
Cc1nnc2n(Cc3ccccc3)c(=O)c3c4c(sc3n12)COC(C(C)C)C4 (stereo not drawn) | -13 | 149
CC1(C)Cc2c(C#N)c(SCc3nc4ccccc4[nH]3)nc(N3CCOCC3)c2CO1 | -5 | 97
COc1cccc(N2C(=O)CC(N3CCC(C(N)=O)(N4CCCCC4)CC3)C2=O)c1 (stereo not drawn) | -4 | 68
COc1ccc(CC(=O)NNC(C)=O)cc1OC | -3 | x
COc1cc2c(cc1OC)CC1(CCCC1)N=C2 | 8 | x
ON=C(c1nc2ccccc2[nH]1)c1nc2ccccc2[nH]1 | 0 | x
O=C(O)C1C2C=CC(C2)C1C(=O)NCc1ccccn1 (stereo not drawn) | 10 | 98
CCN(C(=O)c1cccs1)c1nnc(-c2ccncc2)s1 | 8 | 117
COC(=O)CSc1nc2c(c(=O)n(C)c(=O)n2C)n1CCC(C)C | -5 | 65
O=C(NC(=S)Nc1ccc2oc(-c3cccc(Br)c3)nc2c1)c1ccco1 | -3 | x
O=C(Nc1ccc(Cl)cc1)NC1(C(=O)NCCCN2CCOCC2)CCCCC1 | -7 | 84
Cc1ccc(C)c(S(=O)(=O)/N=C2\C=CC(=O)c3ccccc32)c1 | -1 | x
Cc1ccc(Cn2c(=O)c3c(ncn3C)n(C)c2=O)cc1 | -11 | x
O=C(NCC1CCCO1)c1ccc(COc2ccc(F)cc2)o1 (stereo not drawn) | 1 | 62
CCOC(=O)C1=C(C)Nc2nc(C)nn2C1c1ccc(OCC)c(OC)c1 (stereo not drawn) | -5 | 96
Cc1cc(C)c(C)c(OCCCCN2CCC(C)CC2)c1 | 4 | x
OCCCc1nc2n(n1)C(c1ccccc1)C=C(c1ccc(F)cc1)N2 (stereo not drawn) | x | 80
COc1ccc(OC)c(C2=Nn3c(nnc3-c3cccc(OC(C)C)c3)SC2)c1 | 2 | 56
SMILES | HePTP inh | BAP1 inh
Cc1cc(C)cc(N2C(=O)NC(=O)/C(=C\c3ccc(OC(C)C)cc3)C2=O)c1 | -7 | x
COC(=O)c1[nH]c2ccc(C)cc2c1NS(=O)(=O)c1ccc(F)cc1 | 6 | 85
O=C1CC(N2CCC(Cc3ccccc3)CC2)C(=O)N1c1ccc(F)cc1 (stereo not drawn) | -4 | x
COc1ccccc1-c1nnc(NC(=O)c2ccc(S(=O)(=O)N(C)C)cc2)o1 | 10 | 122
COc1cccc(-c2nc3n(n2)C(c2cccs2)C(C(=O)Nc2cccnc2)=C(C)N3)c1 (stereo not drawn) | 10 | 92
C#CCSc1nc2sc3c(c2c(=O)[nH]1)CCCC3 | 5 | x
COc1ccc2occ(C(=O)c3ccccc3)c2c1 | 6 | x
CCOC(=O)N1CCN(C(=O)CN2C(=O)CC(C)(C)S(=O)(=O)c3ccccc32)CC1 | 6 | 99
Cc1cc2ncn(C(=O)c3c(-c4ccccc4)noc3C)c2cc1C | 3 | 91
NS(=O)(=O)c1ccc(-c2ccc(/C=c3/sc4nc5ccccc5n4c3=O)o2)cc1 | 21 | x
COc1ccc(-n2nc(C(=O)N3CCC(C#N)CC3)c3c4ccccc4n(C)c3c2=O)cc1 | 9 | 104
O=C(On1c(-c2ccccc2)nc2ccccc2c1=O)c1ccco1 | 7 | x
CCOC(=O)c1ccc(NC(=O)C2CCN(S(=O)(=O)CC)CC2)cc1 | 4 | 72
COC(=O)C1(S(=O)(=O)C2(C(=O)OC)CCCC2)CCCC1 | -2 | x
O=C(c1ccc2snnc2c1)N1CCSCC1 | 5 | 92
Cc1cc(NC(=O)CN2CCC(n3nnc4cc(C(F)(F)F)ccc43)CC2)no1 | -10 | 97
Cc1nnc(SCCC(C)C)[nH]c1=O | 8 | 94
Cc1nc2sc(C(=O)O)c(N)c2c2c1COC(C)(C)C2 | -6 | 109
Cc1c(NC(=O)CSC2=C(C#N)C(c3ccccc3F)CC(=O)N2)c(=O)n(-c2ccccc2)n1C (stereo not drawn) | 2 | 103
Cc1ccc(-c2nnc(N3CCN(C(=O)CN4C(=O)c5ccccc5C4=O)CC3)c3ccccc23)cc1 | 1 | x
COc1ccc(NC(=O)Cn2nc(C(F)(F)F)c(Cl)c2C)cc1OC | -4 | x
COc1cccc(C(=O)Nc2ccc(-c3cnc(-c4ccc(NC(=O)c5cccc(OC)c5)cc4)nc3)cc2)c1 | 6 | x
CC1=C(C(=O)OCC(C)C)C(c2cccc(O)c2)NC(=O)N1 (stereo not drawn) | x | 57
CCOc1ccccc1Oc1c(C)oc2cc(OC(=O)N3CCOCC3)ccc2c1=O | 8 | 98
COc1ccc(-n2nnnc2SCC(=O)Nc2nnc(C)s2)cc1OC | 11 | 100
SMILES | HePTP inh | BAP1 inh
CC1(C)CC(=O)c2cnc(N3CCc4ccccc4C3)nc2C1 | 4 | 89
O=C(N/N=C\c1ccc(OC(=O)c2cccc3ccccc23)cc1)c1ccc(Br)cc1 | -2 | x
Oc1ccc2ccccc2c1C=NCc1cn2ccsc2n1 | 10 | 107
Cc1ccc(CO/N=C(\N)c2nonc2N)c(C)c1 | 9 | x
OC(COCc1ccccc1)CN1CCCC1 (stereo not drawn) | 2 | 102
COc1cc(CN2CCN(Cc3cccc(Cl)c3)CC2)cc(OC)c1 | 6 | x
CC(=O)Nc1ccc(S(=O)(=O)Nc2cccc(NC(=O)C(C)(C)C)c2)cc1 | 2 | 83
Cc1[nH]c2ccccc2c1C(Nc1ccccn1)c1cccs1 (stereo not drawn) | x | 81
CCOc1cc(C(=O)Nc2cccc(C(C)=O)c2)cc(OCC)c1OCC | -7 | x
Cc1cc(C)c2oc(-c3ccc(NC(=O)c4cc5ccccc5oc4=O)cc3)nc2c1 | 4 | x
NC(=O)C1CCN(C(=O)c2ccc(Cl)cc2)CC1 | -8 | x
CCOC(=O)Nc1cccc(NC(=O)c2cc(OC)cc(OC)c2)c1 | -3 | 73
COc1ccc(F)cc1S(=O)(=O)Nc1ccc(C)cc1 | 4 | 89
Cc1cc2ncc(-c3ccc(Cl)cc3)c(N)n2n1 | 15 | 81
CC(C)c1ccc(C2/C(=C(\O)c3ccccc3)C(=O)C(=O)N2c2cccnc2)cc1 (stereo not drawn) | 4 | x
O=C(Cc1cccs1)N1CCC(c2nc3c(nnn3Cc3ccc(F)cc3)c(=O)[nH]2)CC1 | 5 | 106
O=C1CCNc2c(Cl)cc(Cl)cc21 | -3 | x
COc1ccc(CCn2c(=N)c(C(=O)N3CCN(C)CC3)cc3c(=O)n4ccccc4nc32)cc1 | 3 | x
CCOC(=O)c1cnc(-c2cccc(OC)c2)[nH]c1=O | -4 | 77
Cc1ccc(OCC(=O)Nc2cccc(C)n2)cc1 | 6 | x
Cc1ccc(-n2ncnc2-c2cccc(Cl)c2)cc1Cl | -8 | x
CCOC(=O)CCn1nc(-c2ccccc2)cc1N | 11 | 102
CCCCCCn1c(C(C)O)nc2ccccc21 (stereo not drawn) | 6 | 87
CCCCOc1ccc(-c2nc(-c3ccc(C)cc3)no2)cc1 | 8 | x
Cc1c(Cc2ccccc2)c(=O)oc2cc(OCc3ccc([N+](=O)[O-])cc3)ccc12 | -8 | x

HePTP inh, hit marks shown above.
SMILES | HePTP inh | BAP1 inh
N=C1S/C(=C\c2ccc(-c3cccc(C(=O)O)c3)o2)C(=O)N1c1ccc2c(c1)OCO2 | 103* | x
O=C(COc1ccc(I)cc1)Nc1ccc2c(c1)oc1ccccc12 | 102* | x

In a second layout: entries from further up.
Values in the order: HePTP inh | BAP1 inh
NC(=O)C1CCN(C(=O)c2ccc(Cl)cc2)CC1
→ -8 | x
CCOC(=O)Nc1cccc(NC(=O)c2cc(OC)cc(OC)c2)c1
→ -3 | 73

(listing goes on)
SMILES | HePTP inh | BAP1 inh
CCOC(=O)c1c(NC(=O)c2ccc([N+](=O)[O-])cc2)sc2c1CCCCC2 | -6 | x
CCCC(=O)c1cc(F)c(N2CCN(CCC#N)CC2)cc1C | 2 | x
O=S(=O)(NCCNS(=O)(=O)c1cccs1)c1cccs1 | 4 | 99
O=C(CN1CCc2ccccc21)Nc1ccc2c(c1)OCO2 | 3 | 51
CCOC(=O)c1c(NC(=O)Nc2ccccc2)sc2c1CCCCCC2 | -14 | x
COCCn1c(SCc2nnc(-c3ccccc3)o2)nc2sc3c(c2c1=O)CCC3 | 1 | 110
N#CCCSCc1ccc2oc(C(=O)O)cc2c1 | 9 | 67
CCCc1[nH]nc2c1C1(C(=O)N(C(C)C)c3ccccc31)C(C#N)=C(N)O2 (stereo not drawn) | -7 | 87
CC(=O)c1ccc(N2CCN(C(=O)C3CCN(S(=O)(=O)Cc4ccccc4)CC3)CC2)cc1 | 10 | 78
O=C1C(=O)N(c2nccs2)C(c2cccc(Cl)c2)/C1=C(\O)c1ccc(Cl)cc1 (stereo not drawn) | 2 | x

Record cards, as listed above. Order of values: HePTP inh	BAP1 inh
`Cc1cc(C)c(S(=O)(=O)N2CCN(c3ccccn3)CC2)c(C)c1` as listed: x	131
`COC(=O)c1[nH]c2ccc(C)cc2c1NS(=O)(=O)c1ccc(F)cc1` as listed: 6	85
`Cc1cc(C)cc(N2C(=O)NC(=O)/C(=C\c3ccc(OC(C)C)cc3)C2=O)c1` as listed: -7	x
`O=C(NCc1cccnc1)C1CCCCN1S(=O)(=O)c1ccc(F)cc1` (stereo not drawn) as listed: -4	96
`CC(=O)Nc1ccc(S(=O)(=O)Nc2cccc(NC(=O)C(C)(C)C)c2)cc1` as listed: 2	83

3 structures out of the list, ordered by count of non-hydrogen atoms, lowest first:
SMILES | HePTP inh | BAP1 inh
N#CCCSCc1ccc2oc(C(=O)O)cc2c1 | 9 | 67
O=C(CN1CCc2ccccc21)Nc1ccc2c(c1)OCO2 | 3 | 51
CC(=O)c1ccc(N2CCN(C(=O)C3CCN(S(=O)(=O)Cc4ccccc4)CC3)CC2)cc1 | 10 | 78

Screening data (PubChem BioAssay)
